RORgamma inh: inhibitors of mouse ROR gamma transcriptional activity | P51450 | AID 2551 | Drosophila S2 Gal4-RORgamma UAS-luciferase reporter, 20 h | Potency, µM (top dose mostly 53.6 µM), without a hit: at the top dose activity change, negative = inhibition, actives largely listed as inhibitors | 310,000 compounds, 5.4% hits; further: potency means the concentration at half of the fitted maximal effect; on the % scale 0 is the no-effect control and ±100 the full control effect; nearly all actives have a fitted effect of over 60% in size
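Drosophila Schneider cells stably carrying a metallothionein-driven Gal4 DBD–ROR gamma fusion and a UAS-Photinus luciferase reporter were exposed to compound for 1 hr, then induced with copper sulfate (700 uM final) for 20 hr at ambient temperature before luminescence reading.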
KCNH2 3.1 block: blocks the human KCNH2 3.1 channel isoform. U2OS KCNH2 3.1, thallium flux FluxOr; stronger effect = lower value. activity change, % (tested at about 1.8 µM). 340,000 compounds, 0.95% hits. AID 720553;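 active means maximum activity change below -70%; inconclusive means maximum activity change from -70% to -50%; inactive means maximum activity change above -50%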;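 further: thallium influx rate constant from kinetic fluorescence after stimulation buffer; on the % scale 0 is the no-effect control and ±100 the full control effect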
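FluxOr-based Tl+ influx in U2OS cells transduced with KCNH2 3.1 virus; rate constants normalized to DMSO controls.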
Mito fusion act: inhibitors of mitochondrial division or activators of mitochondrial fusion; S. cerevisiae fusion-defective mutant growth rescue, CellTiterGlo 48 h; 320,000 compounds, 0.23% hits; AID 485298; Potency, µM (highest dose often 46.1 µM), for the others: at the top dose growth rescue (activation), actives largely listed as activators;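 further: potency means the concentration at half of the fitted maximal effect; % of control where 0% means no effect; nearly all actives have a fitted effect of over 45% in size; temperature-sensitive fusion mutants such as fzo1-1 at 37 °C on non-fermentable ethanol glycerol medium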
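Compounds are tested for their ability to restore growth of mitochondrial fusion-defective yeast strains at non-permissive 37C in YPEG medium over 48 hours. Viability is quantified by luciferase luminescence.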
NPC1 promoter act: NPC1 promoter activation; Potency, µM (doses to about 9.22 µM), without a hit: at the highest dose activation, usual class: activators; 320,000 compounds, 2.4% hits; Huh7 NPC1 promoter luciferase reporter, 24 h;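 further: potency means the concentration at half of the fitted maximal effect; % of control where 0% means no effect; nearly all actives have a fitted effect of over 60% in size; reporter is driven by a mutant NPC1 promoter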
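Huh7 reporter cells (NPC1 promoter driving luciferase) are dosed with compound for 24 h at 37 °C, 5% CO2; luciferase detection reagent is then added and luminescence measured after 10 min at ambient temperature.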
Rab9 promoter act: activates the Rab9 promoter; Huh7 Rab9 promoter-luciferase reporter, luminescence, 24 h; Potency, µM (highest dose often 9.22 µM), inactives show at the top dose activation, negative = inhibition, most hits filed as activators; 320,000 compounds, 2.8% hits; AID 485297; further: potency means the concentration at half of the fitted maximal effect; % of control where 0% means no effect; nearly all actives have a fitted effect of over 60% in size
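Huh7 cells stably carrying Rab9 promoter–luciferase reporter, plated 1500 cells/well, compound added after 2 h and incubated 24 h at 37 °C; luciferase luminescence then read after 10 min with detection reagent.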
Menin MLL FP TR: inhibitors of human menin-MLL interaction, mutant MLL peptide | 270,000 compounds, 0.23% hits | Menin + Texas Red MLL mutant peptide, fluorescence polarization | O00255 | Potency, µM (highest dose often 61.6 µM), inactives show at the top dose FP activity change, negative = inhibition, actives largely listed as inhibitors; active means well fitted inhibition curve with a large enough effect in the polarisation, with a control signal flat, not every such curve was filed as active; inconclusive means small, poorly fitted or top-dose-only effect, or effect the other way, or a change in a side signal; inactive means no such curve, though single readings can be large or run the other way; the % refers to the polarisation; further: potency means the concentration at half of the fitted maximal effect; % of control where 0% means no effect; many of its hits are not listed in these tables
Target sequence (O00255 whole entry, looked up): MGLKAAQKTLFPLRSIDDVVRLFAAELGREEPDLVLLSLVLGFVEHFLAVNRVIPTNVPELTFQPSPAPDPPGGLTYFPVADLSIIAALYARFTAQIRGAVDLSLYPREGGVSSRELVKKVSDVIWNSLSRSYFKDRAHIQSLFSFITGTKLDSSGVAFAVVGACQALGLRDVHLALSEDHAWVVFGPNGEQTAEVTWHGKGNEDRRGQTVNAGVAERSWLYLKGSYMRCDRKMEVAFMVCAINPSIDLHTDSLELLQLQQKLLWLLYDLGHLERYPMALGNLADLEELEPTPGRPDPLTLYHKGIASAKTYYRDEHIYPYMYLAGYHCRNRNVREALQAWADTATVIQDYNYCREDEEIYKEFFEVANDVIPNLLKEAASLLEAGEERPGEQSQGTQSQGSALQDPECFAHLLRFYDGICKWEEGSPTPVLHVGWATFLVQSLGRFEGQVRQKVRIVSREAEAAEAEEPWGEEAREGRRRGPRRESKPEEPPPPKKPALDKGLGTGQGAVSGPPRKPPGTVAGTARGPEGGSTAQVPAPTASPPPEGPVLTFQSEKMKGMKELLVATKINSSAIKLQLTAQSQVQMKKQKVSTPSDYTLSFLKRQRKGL
MBNL1-CUG inh: MBNL1-poly(CUG) RNA binding inhibition. Q9NR56. 280,000 compounds, 0.036% hits. TR-FRET MBNL1-His/biotin-(CUG)12 binding, 665/545 ratio. Potency, µM (top dose mostly 57.5 µM), without a hit: at the highest dose activity change, negative = inhibition, hits mostly inhibitors. AID 2675; active means well fitted inhibition curve with a large enough effect in the signal ratio, with a control signal flat, not every such curve was filed as active; inconclusive means small, poorly fitted or top-dose-only effect, or effect the other way, or a change in a side signal; inactive means no such curve, though single readings can be large or run the other way; the % refers to the signal ratio; further: potency means the concentration at half of the fitted maximal effect; on the % scale 0 is the no-effect control and ±100 the full control effect
Target sequence (Q9NR56 whole entry, looked up): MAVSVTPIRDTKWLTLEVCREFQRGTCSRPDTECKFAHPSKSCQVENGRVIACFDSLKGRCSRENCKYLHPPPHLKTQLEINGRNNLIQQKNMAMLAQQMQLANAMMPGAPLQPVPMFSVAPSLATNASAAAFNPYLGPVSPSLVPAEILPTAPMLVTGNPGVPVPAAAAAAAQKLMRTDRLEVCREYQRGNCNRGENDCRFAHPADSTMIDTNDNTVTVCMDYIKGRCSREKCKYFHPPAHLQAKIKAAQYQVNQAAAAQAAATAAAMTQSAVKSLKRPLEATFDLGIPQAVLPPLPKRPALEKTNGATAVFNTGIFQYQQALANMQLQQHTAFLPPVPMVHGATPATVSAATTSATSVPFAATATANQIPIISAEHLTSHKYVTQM
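TR-FRET between His-tagged MBNL1 and biotin-(CUG)12 RNA, detected with Tb anti-His antibody (0.055 ng/ul) and streptavidin-XL665 (5 nM), 60 min at room temperature. Compounds titrated 92 nM to 58 uM; 665/545 nm ratio normalized to buffer and complex controls.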
FLuc modulator: firefly luciferase modulation, counter-screen for miR-21 project. purified FLuc, Km substrates, luminescence inhibition. Potency, µM (series often up to 57.5 µM), inactives show at the top dose activity change, negative = inhibition, usual class: inhibitors. 360,000 compounds, 6.9% hits;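 further: potency means the concentration at half of the fitted maximal effect; plate controls were vehicle for no effect and reference inhibitor for full effect; nearly all actives have a fitted effect of over 55% in size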
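Purified P. pyralis luciferase (10nM final) with 10uM D-luciferin and 10uM ATP (Km levels) in 50mM Tris acetate pH 7.5, 10mM Mg acetate, 0.01% Tween-20, 0.05% BSA; qHTS 6-point titration, ~60 µM downward; luminescence read.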
PKM2 act: increases activity of human pyruvate kinase M2. P14618. purified PKM2, Kinase-Glo ATP luminescence, activation; response scale: 0% is enzyme alone, no compound. Potency, µM (highest dose often 57.5 µM), without a hit: at the highest dose activation, hits mostly activators. 260,000 compounds, 0.34% hits. AID 1631; further: potency means the concentration at half of the fitted maximal effect; on the % scale 0 is the no-effect control and ±100 the full control effect; nearly all actives have a fitted effect of over 55% in size
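Kinase-Glo luminescence reports ATP generated from ADP (0.1 mM) and PEP (0.5 mM) by purified hPK-M2 after 1 h at room temperature, pH 7.2 imidazole buffer; intermediate enzyme activity allows detecting inhibitors and activators.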
ELG1 repair inh: blocks ELG1-dependent DNA repair in HEK293T cells | HEK293T ELG1-luciferase reporter, luminescence, 16 h; DNA damage induced by 5-fluorouridine | Potency, µM (doses to about 46.1 µM), for the others: at the highest dose activity change, negative = inhibition, actives largely listed as inhibitors | 330,000 compounds, 2.3% hits | AID 504467; further: potency means the concentration at half of the fitted maximal effect; on the % scale 0 is the no-effect control and ±100 the full control effect; nearly all actives have a fitted effect of over 55% in size
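Quantitative HTS, concentration-response format. 2,000 cells/well co-treated with 5-fluorouridine and compound, 16 hr in 5% CO2 at 37 °C; ONE-Glo luminescence read after 30 min.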
VP16 counter: inhibits Gal4-VP16 luciferase reporter, ROR gamma counter-screen; 310,000 compounds, 3.5% hits; Potency, µM (highest dose often 53.6 µM), without a hit: at the highest dose activity, negative = inhibition, usual class: inhibitors; Drosophila S2 Gal4-VP16 UAS-luciferase, luminescence, 20 h;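 further: Gal4-VP16 expression switched on by copper sulfate through the metallothionein promoter; potency means the concentration at half of the fitted maximal effect; on the % scale 0 is the no-effect control and ±100 the full control effect; nearly all actives have a fitted effect of over 50% in size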
The depositor's hits bear a star; ? = inconclusive; nt = not tested or not shown; & = joins results of further samples; [ ] = remark or other dose. Unless noted, the call rests on the fitted dose curve; in most records, active means well fitted curve in the direction sought with a large enough effect; inconclusive means small, poorly fitted or top-dose-only effect, or another doubt; inactive means no such curve, though single readings can be large; an effect the other way counts as inactive or inconclusive. A portion of the library; rates above refer to the full screens.

smiles | RORgamma inh | KCNH2 3.1 block | Mito fusion act | NPC1 promoter act | Rab9 promoter act | Menin MLL FP TR | MBNL1-CUG inh | FLuc modulator | PKM2 act | ELG1 repair inh | VP16 counter
CN1CCN(C(=O)CCNC(=O)Cn2ccc3ccccc3c2=O)CC1 | 10% | -12 | 0% | -1% | -4% | -1% | -3% | 0% | -5% | -11% | -3%
O=C1NC(=S)N/C1=C\c1ccccc1OCc1ccc(C(=O)O)cc1 | 1% | 27 | 0% | -6% | 0% | nt | nt | 1% | 0% | 4% | -6%
CCN(CC)CCN(C(=O)c1ccc(C(=O)c2ccccc2)cc1)c1nc2c(OC)cccc2s1 | -30% | 12 | 0% | 1% | -3% | ? | 2% | 3% | 1% | -11% | -5%
CCOc1ccccc1NC(=O)CSc1nnnn1-c1ccc(C(=O)OC)cc1 | 7% | -3 | -1% | -3% | 2% | 1% | -7% | 7% | -6% | -27% | -5%
CCN(CC)C(=O)c1ccc(-c2nnc(OC)c3ccccc23)cc1 | 13% | -31 | -1% | 0% | -3% | nt | -9% | -13% | 0% | ? | 1%
COc1ccc(-c2csc(NC(=O)c3cccc(N4C(=O)CCC4=O)c3)n2)cc1C | 12% | -4 | 0% | 1% | 0% | ? | 208%[activator] | 11µM* | 0% | -1% | -2%
CN(C(=O)COC(=O)c1ccc(Cl)nc1)c1c(N)n(Cc2ccccc2)c(=O)[nH]c1=O | nt | 16 | 2% | -7% | 2% | nt | nt | 0% | nt | ? | nt
CCC(=NCCc1ccc(OC)c(OC)c1)C1=C(O)CC(C)(C)CC1=O | 34% | -2 | -1% | -3% | -2% | -6% | nt | 2% | 1% | ? | 0%
COc1c(C)cc(C(=O)C2CCCN(C(=O)Cn3nc(C)nc3C)C2)cc1C (centres undefined) | -13% | 18 | -7% | -1% | -2% | -5% | 4% | 2% | -13%[0.46 µM] | 0% | -5%
COC(=O)CSc1nc2c(cnn2-c2ccc(Cl)cc2)c(=O)[nH]1 | 7% | -10 | 0% | -5% | -1% | 3% | -1% | 0% | nt | 16% | 5%
NC(=O)N/N=C/c1ccc(-c2cccc(C(F)(F)F)c2)o1 | 31% | 6 | -1% | 13% | 26% | 9% | 7% | -8% | 7% | -12% | -2%
Cc1sc(NC(=O)c2cccs2)c(C(N)=O)c1C | ? | -10 | 3% | 18% | ? | 13% | 0% | 11µM* | -8% | ? | -1%
CCCCN1CCc2c(c3ccccc3n2Cc2ccccc2)C1 | 13% | -94* | -13% | 1% | -8% | ? | -5% | 1% | nt | -1% | 2%
O=C1CCCCCN1Cc1ccccc1 | -13% | 10 | 2% | -7% | -11% | 16% | -9% | 2% | -7% | -12% | 18%
COC(CNC(=O)Cn1nc(Cc2ccncc2)c2ccccc2c1=O)OC | 8% | 5 | 2% | -5% | -2% | 12% | -9% | 3% | nt | 2% | 2%
Cc1nc(CCNC(=O)c2cccs2)cs1 | -28% | 8 | 3% | -1% | -1% | 1% | -5% | -17% | -13% | 28% | 2%
C=CCOC(=O)C(C#N)c1nc2ccccc2nc1N1CCN(c2ccccc2OC)CC1 (centres undefined) | -2% | 0 | 25% | -8% | -6% | 7% | 12% | 3% | -4% | 13µM* | -10%
COc1ccc(C)cc1S(=O)(=O)N(CC(=O)NC1CCCC1)c1ccc(F)cc1 | -3% | 12 | 0% | 1% | -1% | nt | 0% | 2% | -1% | -5% | 0%
CC(=O)c1c(C)[nH]c(C(=O)CN2C(=O)NC3(CCCCC3C)C2=O)c1C (centres undefined) | nt | 5 | 0% | -3% | 2% | nt | nt | -1% | nt | ? | nt
Cc1ncc(CN2CCC(N3CCC(C(=O)N4CCCC4)CC3)CC2)s1 | -21% | -3 | 0% | 4% | 4% | nt | -1% | 0% | -20% | 14% | 3%
O=C(OC1CCOC1=O)c1ccc(CO)cc1 (centres undefined) | -4% | 8 | 8% | -3% | -1% | 10% | 1% | 0% | 3% | 8% | 7%
O=C(Nc1cccc2ccccc12)c1ccc(OC(=S)N2CCOCC2)cc1 | -28% | -13 | 5% | 0% | 2% | ? | 5% | 11µM* | -3% | -2% | ?
COc1ccccc1N1CC(C(=O)OCC(=O)Nc2c(C)cccc2C)CC1=O (centres undefined) | 0% | -6 | 2% | -1% | -2% | ? | -2% | 3% | 1% | 14% | -12%
O=C(Nc1ccc(N2CCOCC2)c(Cl)c1)c1ncn[nH]1 | ? | 21 | 1% | 23% | 9% | -28% | -5% | 21µM* | 0% | ? | -27%
CCOc1cccc(C(c2c(C)n(C)n(-c3ccccc3)c2=O)c2c(C)n(C)n(-c3ccccc3)c2=O)c1OC | 13% | -21 | -3% | 1% | -9% | ? | -10% | 3%&-2% | nt | -5% | 2%

Next section
smiles | RORgamma inh | KCNH2 3.1 block | Mito fusion act | NPC1 promoter act | Rab9 promoter act | Menin MLL FP TR | MBNL1-CUG inh | FLuc modulator | PKM2 act | ELG1 repair inh | VP16 counter
Cc1oc(-c2ccccc2Cl)nc1CN1CCCC1c1ccc(F)cc1 (centres undefined) | 11µM* | -4 | 1% | 6% | -4% | -2% | -9% | -2% | 9% | -12% | -11%
O=C(NC1CC1)c1nc2c(nnn2Cc2ccccc2Cl)c(=O)[nH]1 | -8% | 6 | 1% | -2% | -3% | 12% | 11% | 0% | 2% | ? | 0%
COCCN(CCOC)S(=O)(=O)c1ccc(NC(=O)c2cnccn2)cc1 | 27% | 12 | 1% | 0% | 1% | -24% | -7% | -1% | 4% | 3% | -13%
CCC(C)C(NC(=O)c1ccccc1)C(=O)Nc1ccc(S(=O)(=O)Nc2cc(C)nc(C)n2)cc1 (centres undefined) | nt | 38 | -1% | -1% | -1% | nt | nt | 0% | nt | 17% | nt
NS(=O)(=O)c1ccc(N2CCCC2=O)c([N+](=O)[O-])c1 | 4% | -2 | 8% | -6% | -1% | 14% | 0% | 1% | 2% | 14% | -4%
COC(=O)CN1C(=O)N(c2ccccc2)C(N(O)C(=O)Nc2ccccc2)C1(C)C (centres undefined) | 13%[10 µM] | -4 | -1% | 2% | -5% | 1% | 9% | 0% | 2% | ? | 9%
Cc1nn(-c2ccccc2)c(C)c1C(=O)OCC(=O)NC12CC3CC(CC(C3)C1)C2 | 40% | -1 | 3% | 2% | 12% | 1% | 7% | -14% | -2% | 21µM* | -4%
C=CCN1C(=O)c2ccc(C(=O)N(CCC)CC(=O)Nc3ccccc3C)cc2C1=O | nt | -2 | 3% | 4% | 0% | nt | nt | -2% | nt | 0% | nt
CC(C)CCNC(=O)C(C)N(C(=O)Cn1nnc(-c2ccc(F)cc2)n1)C1CCCC1 (centres undefined) | 9% | 8 | 14% | -1% | 2% | -2% | -14% | 1% | 0% | -15% | 0%
CC(C)n1nnnc1SCC(=O)N1CCN(Cc2ccc3c(c2)OCCO3)CC1 | nt | -4 | 0% | -2% | 0% | nt | nt | -5% | nt | -15% | nt
CCOC(=O)c1c(C)[nH]c(C(=O)OCc2csc(CC(=O)Nc3ccccc3C)n2)c1C | nt | 5 | 1% | 8% | 0% | nt | nt | ? | nt | ? | nt

Exported with values under each structure: part of the list above.
Results follow in this order: RORgamma inh, KCNH2 3.1 block, Mito fusion act, NPC1 promoter act, Rab9 promoter act, Menin MLL FP TR, MBNL1-CUG inh, FLuc modulator, PKM2 act, ELG1 repair inh, VP16 counter
COC(=O)CN1C(=O)N(c2ccccc2)C(N(O)C(=O)Nc2ccccc2)C1(C)C (centres undefined)
  13%[10 µM], -4, -1%, 2%, -5%, 1%, 9%, 0%, 2%, ?, 9%
CCOC(=O)c1c(C)[nH]c(C(=O)OCc2csc(CC(=O)Nc3ccccc3C)n2)c1C
  nt, 5, 1%, 8%, 0%, nt, nt, ?, nt, ?, nt

Compound activity: PubChem, National Center for Advancing Translational Sciences (NCATS)
